UPR XBP1 act = adaptive UPR (XBP1) activation; CHO-XBP1 luciferase reporter, IRE1-XBP1 UPR activation, luminescence; percent of tunicamycin response, DMSO as zero; activation, % at 20 µM; 0.33% of 330,000 active;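 active = versus positive control, 20 µM dose yields 30% or more activation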;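 also: 100% = tunicamycin at 10 µg/mL and 0% = DMSO only wells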
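incubation = overnight seeding at 37 °C, 6 h compound treatment at 37 °C | assay system = CHO-XBP1 cells stably carrying IRE1-XBP1-driven luciferase reporter | input = 1000 cells per well | detection = luciferase luminescence | dosing = single point, 20 µM final compound, 1% DMSO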
Mdm2-MdmX inh = disrupts the human Mdm2-MdmX interaction. SaOS-2 split-luciferase Mdm2/MdmX complementation, luminescence. O15151+Q00987. 3% of 330,000 active. inhibition, % at 8 µM;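 active = inhibition of at least 50% at 8 µM in the primary screen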
CCR6 antag = antagonists of human CCR6 receptor. CHO-K1 CCR6 PathHunter beta-arrestin, luminescence, CCL20-stimulated. inhibition, % at 20 µM. 0.49% of 340,000 active;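 active = compounds whose inhibition of the agonist-driven luminescence signal at 20 µM reaches about 50%, limit read from the data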;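 also: cells stimulated with CCL20 at 14 nM final; plate controls were DMSO with CCL20 for no effect and DMSO without agonist for full effect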
tim23-1 inh = inhibits growth of tim23-1 mutant yeast; S. cerevisiae tim23-1 growth, BacTiter-Glo luminescence, 24 h; inhibition, % at 20 µM; 1.3% of 330,000 active; AID 463212;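 active = growth inhibition of the mutant yeast at or above 50%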;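 also: temperature-sensitive mutant grown at 25 °C; plate controls were DMSO-treated mutant yeast for no effect and medium wells lacking yeast for full effect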
APJ agonist = APJ receptor agonism | AID 2520 | P35414 | CHO-K1 APJ PathHunter beta-arrestin, luminescence; 0% DMSO wells, 100% apelin | activation, % at 20 µM | 0.11% of 330,000 active;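 active = activation more than six SD over the plate average, tested at 20 µM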;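 also: 0% = DMSO alone and 100% = apelin-13 at 10 nM; some results filed as inactive read as strong as hits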
Target sequence (P35414 whole entry, looked up): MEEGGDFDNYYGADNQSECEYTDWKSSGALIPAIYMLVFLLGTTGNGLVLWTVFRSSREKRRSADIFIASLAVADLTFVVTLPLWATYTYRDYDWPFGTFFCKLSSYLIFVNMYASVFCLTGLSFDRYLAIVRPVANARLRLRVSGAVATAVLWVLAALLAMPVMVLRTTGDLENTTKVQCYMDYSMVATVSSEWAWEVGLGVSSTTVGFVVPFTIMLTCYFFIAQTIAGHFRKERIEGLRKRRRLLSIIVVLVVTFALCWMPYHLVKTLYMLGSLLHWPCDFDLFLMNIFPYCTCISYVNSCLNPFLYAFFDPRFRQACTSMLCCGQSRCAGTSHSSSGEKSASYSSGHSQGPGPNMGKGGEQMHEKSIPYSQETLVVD
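Material: CHO-K1 APJ beta-arrestin complementation cell line; Input: cell density 1000 per well; Incubation: compound stimulation 90 min at 25 °C, detection 60 min; Signal: luminescence from split beta-galactosidase complementation, Galacton Star/Emerald II substrate; Controls: DMSO-only wells as negative, 10 nM Apelin-13 as positive control.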
EBI2 block = antagonists of human EBI2 receptor; P32249; EBI2 beta-arrestin recruitment, luminescence, 7a,25-OHC stimulated; inhibition, % at 5 µM; 0.81% of 360,000 active; AID 651636; in the data active = inhibition above about 38%;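 also: enzyme fragment complementation signal reports receptor beta-arrestin coupling in cells; 0% = agonist plus DMSO wells and 100% = wells without agonist; some results beyond the cut were filed as inactive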
Target sequence (P32249 whole entry, looked up, the tested form may be a part): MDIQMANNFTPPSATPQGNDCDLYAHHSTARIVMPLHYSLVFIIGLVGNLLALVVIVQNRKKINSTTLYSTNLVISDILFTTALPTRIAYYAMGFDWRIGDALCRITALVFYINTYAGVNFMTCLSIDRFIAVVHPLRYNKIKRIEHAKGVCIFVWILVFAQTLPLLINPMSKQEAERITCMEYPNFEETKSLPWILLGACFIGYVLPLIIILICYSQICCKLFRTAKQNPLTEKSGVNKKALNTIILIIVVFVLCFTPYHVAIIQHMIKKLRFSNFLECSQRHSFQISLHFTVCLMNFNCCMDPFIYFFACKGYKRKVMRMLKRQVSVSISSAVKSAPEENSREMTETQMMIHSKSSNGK
CXCR6 block = blocks human CXCR6 beta-arrestin recruitment; CHO-K1 PathHunter CXCR6 beta-arrestin, luminescence; 0.36% of 360,000 active; O00574; inhibition, % at 20 µM; in the data active = inhibition above about 34%, passing the limit was not always enough;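 also: antagonist mode with CXCL16 agonist at 10 nM final; 0% = 10 nM CXCL16 with DMSO and 100% = unstimulated wells without agonist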
Target sequence (O00574 whole entry, looked up): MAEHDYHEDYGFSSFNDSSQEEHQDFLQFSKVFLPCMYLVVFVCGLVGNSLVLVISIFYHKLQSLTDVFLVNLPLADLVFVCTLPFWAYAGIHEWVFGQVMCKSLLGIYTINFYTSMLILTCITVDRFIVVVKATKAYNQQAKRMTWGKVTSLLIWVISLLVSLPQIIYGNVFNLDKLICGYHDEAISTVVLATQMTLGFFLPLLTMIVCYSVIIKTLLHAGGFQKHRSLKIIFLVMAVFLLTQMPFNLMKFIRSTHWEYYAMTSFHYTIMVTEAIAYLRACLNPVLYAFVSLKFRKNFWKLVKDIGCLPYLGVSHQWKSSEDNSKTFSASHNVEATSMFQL
APJ antagonist = antagonists of human APJ apelin receptor; P35414; CHO-K1 APJ beta-arrestin complementation, luminescence; inhibition, % at 20 µM; 0.32% of 330,000 active;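 active = inhibition above about 40% at 20 µM, limit read from the data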;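 also: cells challenged with 10 nM apelin-13 agonist together with compound; plate controls were apelin-13 plus DMSO wells for no effect and DMSO wells lacking apelin-13 for full effect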
UPR CHOP act = activators of apoptotic arm of unfolded protein response (CHOP) | CHO-CHOP luciferase reporter, UPR activation, luminescence; percent of tunicamycin response over DMSO baseline | activation, % at 10 µM | 0.34% of 330,000 active;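 active = at 10 µM dose, activation of 40% or more, normalized to positive control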;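 also: 100% = tunicamycin at 10 µg/mL and 0% = DMSO alone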
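System: CHO-CHOP luciferase reporter cell line | Buffer or medium: F12 medium containing 10% fetal bovine serum | Doses: One dose, 10 µM in 0.5% DMSO | Times: 6 h compound exposure at 37 °C after overnight seeding | Signal: Luciferase luminescence | Read-out: % activation vs tunicamycin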
The depositor's hits bear a star; . = no result given.

SMILES,CXCR6 block,CCR6 antag,UPR XBP1 act,APJ agonist,EBI2 block,tim23-1 inh,UPR CHOP act,Mdm2-MdmX inh,APJ antagonist
COc1ccc(NC2=CC(c3ccccc3)N(c3ccc(OC)cc3)C2=O)cc1 (stereo unspecified),-8,13,8,0,14,6,4.7,34,2
COc1ccc(N2CCN(C(=O)CCCn3nnnc3CN3CCOCC3)C(C)C2)cc1 (stereo unspecified),-1,-6,-10,-3,4,-3,0.8,11,-6
CC(=C/C(=O)O)/C=C/c1ccc(Cl)o1,-10,-7,-1,-2,-6,14,13,-33,-4
Cc1cc(C)c2nc(N(CCCN(C)C)C(=O)c3ccc(S(=O)(=O)N4CC(C)OC(C)C4)cc3)sc2c1 (stereo unspecified),6,4,3,-4,-4,14,5.5,31,27
CCOC(=O)Cn1cnc2c(nnn2-c2cccc(Cl)c2)c1=O,1,11,-5,0,-11,31,-2.6,3,11
C(=N\c1nc2ccccc2n1CCN1CCCCC1)/c1cccs1,-4,3,1,-3,-14,4,1.0,-17,12
COC(=O)c1cccc(C23CC4(C2)[C@H](CN(CC2CCCCC2)[C@@H]4c2ccccc2)C3c2ccccc2)c1 (stereo partly specified),7,11,-4,-9,2,23,-2.2,12,2
CCOC(=O)c1cc(CC)sc1N,-6,4,-1,-2,1,-2,-0.9,-3,12
CC1CCCCC1NC(=O)c1nn(C)c(=O)c2ccccc12 (stereo unspecified),4,21,-1,1,-8,18,1.9,7,0
O=C(CCn1c(=O)oc2ccccc21)N1CCOCC1,-14,8,-1,3,-2,6,-0.3,17,11
Clc1ccccc1CN1CCN(/N=C/C=C\c2ccco2)CC1,-6,-1,-2,-1,5,6,2.7,-22,-11
CCN1CCN(c2cc3c(nn2)Oc2ccccc2N3C)CC1,5,-15,-3,-1,-9,45,1.5,-55,-12
CN(CC(=O)NCCN1CCOCC1)S(=O)(=O)c1ccc(F)cc1,0,3,-3,-2,-7,3,1.3,34,11
Cc1cccc(C)c1NC(=O)CN(C)C(=O)c1ccccc1Cc1ccccc1,-5,15,0,-6,4,32,0.7,4,-5
O=C(NN=C1CCCCCC1)c1ccc(Cl)s1,3,12,-3,-4,-12,8,4.4,19,10
Cc1ccc(S(=O)(=O)c2cnc(-c3ccccc3)nc2N2CCN(C)CC2)cc1,11,18,-5,-4,10,-6,0.5,13,-24
CC(=O)c1ccc(NC(=O)CN2CCC(NC(=O)C3CCCCC3)CC2)cc1,0,4,2,-1,-5,-17,1.1,9,8
COCCn1cnc2c1c(=O)n(CC(=O)OCC#N)c(=O)n2Cc1ccccc1,0,2,4,-3,-9,-1,1.7,15,-1
Cc1nc2ncnn2c(C)c1CCC(=O)N1CCc2ccccc2C1,4,9,-1,-5,1,0,-0.9,20,-5
O=C(NCc1ccco1)c1ccc(Cl)c(S(=O)(=O)Nc2ccccc2)c1,1,4,-5,1,1,8,-1.1,-13,-2

Retrieved one by one from the list above (two):
SMILES,CXCR6 block,CCR6 antag,UPR XBP1 act,APJ agonist,EBI2 block,tim23-1 inh,UPR CHOP act,Mdm2-MdmX inh,APJ antagonist
O=C(CCn1c(=O)oc2ccccc21)N1CCOCC1,-14,8,-1,3,-2,6,-0.3,17,11
Cc1cccc(C)c1NC(=O)CN(C)C(=O)c1ccccc1Cc1ccccc1,-5,15,0,-6,4,32,0.7,4,-5

Other compounds.
SMILES,CXCR6 block,CCR6 antag,UPR XBP1 act,APJ agonist,EBI2 block,tim23-1 inh,UPR CHOP act,Mdm2-MdmX inh,APJ antagonist
O=C(Oc1ccc(Cl)cc1N1C(=O)CCC1=O)c1ccco1,-1,-8,-2,-3,-7,16,1.0,3,1
O=C(Nc1cccc(S(=O)(=O)C(F)F)c1)c1ccc(Cl)c(S(=O)(=O)N2CCOCC2)c1,-21,-9,-2,16,-2,11,-2.0,22,-7
O=C(COc1ccccc1)NNC(=O)c1cc2ccccc2o1,2,-9,3,3,1,10,1.0,-3,8
CCc1ccc2ncc(C(=O)c3ccccc3)c(N3CCOCC3)c2c1,5,10,0,-3,7,24,-2.4,26,4
Cc1cc(C)c2nc(C(F)(F)F)nc(N3CC(C)OC(C)C3)c2c1 (stereo unspecified),-2,9,0,-1,4,1,0.6,7,11
CN1CCC(=NNC(=O)CN(c2ccc([N+](=O)[O-])cc2)S(=O)(=O)c2ccccc2)CC1,6,-3,-1,-2,-3,8,0.2,9,-1
Fc1ccccc1CNc1ccc(Cl)cc1,-3,25,5,-2,-6,2,2.3,21,7
Cc1noc(/C=C/N(C)C)c1S(=O)(=O)N(C)CC(=O)NC1CCCCC1,1,7,-3,1,0,1,-1.8,10,-7
CCOc1ccc(N(CC(=O)NCC2CCCO2)C(=O)CCC(=O)Nc2nccs2)cc1 (stereo unspecified),0,1,-4,-4,7,12,-1.1,-11,-2
O=C1c2ccccc2C(=O)N1CN(C(=O)COc1ccccc1)c1ccccc1,4,7,-3,-5,-2,31,0.3,2,10
Cn1cccc1Cc1nnc(SCC(=O)N2CCCCCC2)n1-c1ccc(F)cc1,4,4,-1,0,2,22,0.7,15,21
C[n+]1cccc(C(=O)NNC(=O)C23CC4CC(CC(C4)C2)C3)c1,-6,-8,0,5,4,11,-0.2,-11,-2
CCC(=O)c1cc(F)c(N2CCN(C(=O)c3ccco3)CC2)cc1C,-12,2,2,-1,3,28,3.3,18,-2
CCCN(CC(=O)Nc1ccccc1C)C(=O)c1ccc2c(c1)OCO2,-5,5,-2,-2,-1,5,0.3,8,0
CCN=C1SC(CC(=O)NCC)C(=O)N1CC (stereo unspecified),0,-4,-3,2,-1,21,-0.4,-20,-4
Cc1ccc(S(=O)(=O)N(C)CC(=O)N(CC(C)C)C2CCS(=O)(=O)C2)cc1 (stereo unspecified),-5,2,0,-1,9,8,0.8,-13,-56
Cc1ccc(S(=O)(=O)N2CCCC2)cc1C(=O)NCCN1CCOCC1,3,11,-3,-3,0,1,0.5,0,1
Cc1occc1C(=O)NC1CCCCCC1,-2,6,-2,-3,3,3,2.8,13,-14
Cc1cc(C(=O)N/N=C/c2cccnc2)n[nH]1,-10,1,-3,3,1,-6,0.5,-7,14
COc1ccc(C(=O)N2CCCC(C(=O)c3ccccc3OC)C2)cc1OC (stereo unspecified),-6,12,-2,0,2,1,1.1,-4,12

(cont.)
SMILES,CXCR6 block,CCR6 antag,UPR XBP1 act,APJ agonist,EBI2 block,tim23-1 inh,UPR CHOP act,Mdm2-MdmX inh,APJ antagonist
COc1cccc(CN2C(=O)NC3(CCCCCC3)C2=O)c1,-2,6,4,-2,-4,0,-0.3,17,13
Clc1ccccc1OCCN1CCCCC1,.,-13,-2,-3,.,-15,0.9,12,5
O=C(CNC(=O)c1cccs1)Nc1ccncc1,-1,-10,0,0,-13,2,-2.0,8,7
O=C(CNC(=O)c1ccc(Br)cc1)Nc1ccc2c(c1)CCC2,0,6,-1,-1,6,1,1.4,6,15
O=C(NCCc1ccccc1)c1ccc(Cl)c(S(=O)(=O)N2CCCC2)c1,0,10,-2,1,2,23,2.3,2,16
O=C(NC(=S)Nc1ccc(N2CCOCC2)cc1)c1cccc([N+](=O)[O-])c1,27,39,-2,0,-6,-8,0.5,3,22
CCN(CC)C(=O)CSc1ncnc2c(-c3cccs3)nsc12,12,33,-1,4,3,12,4.4,-62,3
O=C(NC(Cc1ccccc1)C(=O)N1CCN(S(=O)(=O)c2ccccc2)CC1)c1ccccc1 (stereo unspecified),-6,-10,-3,-2,-1,-1,0.3,23,-7
Cc1c(C(=O)Nc2nccs2)oc2ccc(F)cc12,-3,8,-1,-3,-12,-11,2.7,-40,6
CCOC(=O)C1=C(COC(=O)c2ccccc2[N+](=O)[O-])NC(=O)NC1C (stereo unspecified),-2,0,3,-4,1,-8,-1.3,20,0
CCOC(=O)N1CCN(CC(O)c2ccccc2)CC1 (stereo unspecified),8,0,2,-3,-11,-5,2.9,-19,12
C/C(Cc1ccccc1)=N\NC(=O)c1ccc(F)cc1,-8,3,1,4,2,6,-0.7,11,-16
CCOC(=O)c1cc(-c2ccc(N3CCOCC3)cc2)nn1-c1ccccc1,8,2,-3,-1,6,30,-0.1,1,5
O=C(NC1CCSC1=O)c1ccc(Oc2ccc(F)cc2)nc1 (stereo unspecified),3,2,-1,0,16,6,-0.8,1,3
O=C(NCCCO)/C(=C\c1ccco1)NC(=O)c1ccc(Br)o1,-3,0,-3,0,1,9,0.3,-1,-6
COc1ccc(NC(=O)CCNS(=O)(=O)c2cccc3nsnc23)c(OC)c1,2,5,-4,2,5,3,0.2,-11,-16
COc1ccc(-c2cc(-c3ccc(O)cc3)nc(N)c2C#N)cc1OC,-4,5,13,-2,6,4,1.7,59*,-3
Cc1ccc(S(=O)(=O)N2CCN(Cc3ccco3)CC2)c(C)c1,6,9,-1,-7,10,13,1.8,0,0
O=[N+]([O-])c1ccc(N2CCN(S(=O)(=O)c3ccc(Cl)cc3)CC2)cc1NCC1CCCO1 (stereo unspecified),6,19,-1,1,-16,6,-0.2,17,16
CC(C(=O)O)c1ccc2c(c1)[nH]c1ccc(Cl)cc12 (stereo unspecified),2,8,-6,2,-1,-1,-2.0,14,-11

Following part
SMILES,CXCR6 block,CCR6 antag,UPR XBP1 act,APJ agonist,EBI2 block,tim23-1 inh,UPR CHOP act,Mdm2-MdmX inh,APJ antagonist
CCN(CC(=O)NC1CCS(=O)(=O)C1)S(=O)(=O)c1ccc(Br)cc1 (stereo unspecified),-5,-15,-3,-4,7,9,1.2,24,5
Cc1ccccc1Cn1c(C)nc2ccc([N+](=O)[O-])cc2c1=O,-12,8,-5,0,8,17,-0.3,-3,-6
O=C(c1ccco1)N1CCC(c2nc(-c3ccc(F)cc3)no2)CC1,-13,-6,1,-2,-15,26,-0.8,-14,-14
Cc1ncc(CSCC(=O)Nc2cc(C(F)(F)F)ccc2Cl)c(CO)c1O,-10,9,6,-5,-6,-4,2.4,-9,8
Fc1ccc(-n2c(Cc3ccccc3)nnc2SCc2nc(-c3cccs3)no2)cc1,8,29,-3,-4,22,30,0.1,20,21
Cc1cc(N2C(=O)CCC2=O)ccc1NC(=O)c1cccs1,3,9,1,-3,-12,5,0.0,-17,2
COc1cc(C(=O)Nc2sc3c(c2C(=O)O)CCC3)cc(OC)c1OC,-8,2,3,-2,4,24,-1.4,18,15
C#CCOc1ccc(/C=C2/C(=O)ON=C2C)cc1Br,-10,0,-9,-1,-7,11,0.8,12,-6
Cc1ccc(SCCC(=O)Nc2ccccc2C(=O)NC(C)C)cc1,-1,10,-2,1,0,23,2.2,2,12
O=C(Cn1cc([N+](=O)[O-])ccc1=O)NC1CCCCC1,-11,-3,0,-5,-7,2,-0.9,-26,4
CC(=O)N/C(=C\c1ccccc1)C(=O)OCC(=O)NC1CCCC1,-3,2,-2,-4,-5,-2,0.4,-20,4

Mdm2-MdmX inh: entries above that show a hit.
molecule	CXCR6 block	CCR6 antag	APJ agonist	EBI2 block	Mdm2-MdmX inh	APJ antagonist
COc1ccc(-c2cc(-c3ccc(O)cc3)nc(N)c2C#N)cc1OC	-4	5	-2	6	59*	-3

These rows are one share of the data; rates above refer to the full screens.
